Source: PubChem (several laboratories)
proCasp7 act – counter-screen: procaspase-7 (human) activation | recombinant procaspase-7, Ac-DEVD-pNA absorbance 405 nm; D23A/D198A/D206A triple mutant, cannot self-cleave; scale: DMSO 0, 5 µM enzyme 100 | AID 463210 | activation, % at 8.5 µM | hit rate 0.093% among 330,000 | P55210;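 active = percent activation above the screen-wide mean plus 3 SD, cut at about 25% in these data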
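Test system: Procaspase-7 triple mutant (PC-7 D3A). Also added: Ac-DEVD-pNA substrate, 400 µM as added. Schedule: 1 h enzyme–compound preincubation and 2 h substrate reaction, both 25 °C. Signal: p-Nitroaniline absorbance at 405 nm, read at 0 and 120 min. Control set: low DMSO alone, high DMSO plus 5 µM PC-7.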
AHR act – human AHR activation; P35869; AHR-responsive luciferase reporter cells, luminescence; activation, % at 5 µM; hit rate 2.5% among 320,000; in the data active = activation above about 47%;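 note: 0% = vehicle wells and 100% = reference agonist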
MEP2 TOR yeast – modulators of TOR pathway MEP2-GFP in S. cerevisiae. S. cerevisiae MEP2-GFP strain, flow cytometry GFP, 3 h; 100% = DMSO control level. GFP response vs DMSO, % at 10 µM. hit rate 0.51% among 330,000;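 active = GFP response versus DMSO above a set limit, roughly screen mean plus 3 SD, cut at about 180% in these data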;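 note: median GFP fluorescence of the barcode-gated MEP2-GFP cells per well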
RPL19A TOR yeast – yeast TOR pathway RPL19A-GFP modulation | S. cerevisiae RPL19A-GFP strain, flow cytometry, 3 h; active compounds read low | percent response vs DMSO, % at 10 µM | hit rate 0.3% among 330,000;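 active = percent response vs DMSO below 50%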;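 note: median channel GFP fluorescence of the barcoded RPL19A-GFP strain; ratio of sample median GFP to plate DMSO average so 100% = DMSO; lower means less RPL19A-GFP as with rapamycin TOR inhibition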
proCasp3 act – procaspase-3 (human) activation; AID 463141; recombinant procaspase-3 D3A, Ac-DEVD-pNA absorbance 405 nm; activation, % at 8.5 µM; hit rate 0.11% among 330,000; P42574;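 active = activation above the mean of all tested compounds plus 3 SD, cut at about 21% in these data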;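 note: 0% = DMSO alone and 100% = DMSO wells spiked with extra 5 µM PC-3 D3A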
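Assay system – Procaspase-3 D3A mutant, all three cleavage aspartates alanine · Controls – DMSO-only low control, 5 µM PC-3 D3A high control · Schedule – 1 h compound preincubation, 2 h substrate hydrolysis at 25 °C · Signal – 405 nm absorbance of p-nitroaniline, reads at 0 and 120 min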
ZTA DNA inh – ZTA (EBV) inhibition in EBNA-1 counter-screen | P03206 | ZTA-DNA binding, fluorescence polarization | inhibition, % at 11 µM | hit rate 0.15% among 320,000 | AID 2234; in the data active = inhibition above about 33%
LAP4-GFP MLPCN – modulators of TOR pathway LAP4-GFP in S. cerevisiae | S. cerevisiae LAP4-GFP multiplex, flow cytometry GFP, 3 h; median GFP as percent of DMSO wells | GFP response vs DMSO, % at 10 µM | hit rate 0.34% among 320,000 | AID 2023;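 active = GFP response vs DMSO above a set limit, about the screen mean plus 3 SD, cut at about 150% in these data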
EBNA-1 inhibitor – blocks EBNA-1 binding to DNA; EBNA-1 DNA binding, fluorescence polarization; inhibition, % at 14.8 µM; hit rate 0.34% among 300,000; AID 1950; in the data active = inhibition above about 28%
An asterisk follows results filed as active; . = not tested or not shown. No enrichment for hits, and some 3.8% of all compounds hit somewhere here.

Order of results: LAP4-GFP MLPCN	RPL19A TOR yeast	MEP2 TOR yeast	proCasp3 act	proCasp7 act	EBNA-1 inhibitor	ZTA DNA inh	AHR act
> N/C(COc1ccc(Cl)cc1)=N\NS(=O)(=O)c1ccccc1
    99.4	94.2	100.0	5.4	3.8	-6.3	-1.4	3.0
> COc1ccccc1NC(=O)Cc1nnc(SCC(=O)NC2CCCCC2C)n1C (stereo unspecified)
    98.1	105.9	105.5	10.4	5.9	1.4	-13.9	1.7
> Cc1cc(C)c2nc(NNC(=O)c3cc(-c4cccs4)nc4ccccc34)sc2c1
    90.9	102.4	93.3	2.7	4.9	-2.6	4.3	37.7
> COc1ccc(/C=N\NC(=O)c2cccc(Br)c2)c(OC)c1
    104.7	96.6	101.3	-10.2	9.4	-9.8	3.2	-1.4
> Cc1ccc(OCC(=O)NNC(=O)c2ccccc2OCc2c(C)noc2C)cc1
    100.5	109.2	111.9	-4.0	-3.1	0.2	-8.9	2.7
> O=C(NCc1ccco1)C1CCC(N2C(=O)C3C4CCC(C4)C3C2=O)CC1 (stereo unspecified)
    93.1	90.0	94.7	-1.8	-7.0	-14.3	-3.6	1.4
> COc1ccc(/C=C(/NC(=O)c2ccco2)C(=O)NCc2ccco2)cc1OC
    76.0	101.0	84.6	-13.3	-19.0	-4.5	-12.9	2.5
> O=C1N2CCSC2=NC1(Nc1ccccn1)C(F)(F)F (stereo unspecified)
    105.6	102.6	110.1	-2.6	2.5	-4.4	-0.7	-0.8
> COc1cc(S(=O)(=O)N2CCOCC2)cc(C(=O)OCC(=O)NCc2ccco2)c1OC
    98.0	97.5	105.0	2.5	-2.1	.	-3.7	0.7
> O=c1cc(CNCCCO)c2ccccc2[nH]1
    95.4	102.5	98.3	-7.6	5.0	8.5	-4.1	9.3
> CN(C(=O)COC(=O)/C=C/c1ccc2c(c1)OCO2)c1c(N)n(Cc2ccccc2)c(=O)[nH]c1=O
    104.1	98.6	103.7	-5.1	5.8	-1.0	-1.0	6.5
> CCOc1ccccc1NC(=O)COc1coc(CN2CCc3ccccc3C2)cc1=O
    100.1	95.8	97.4	21.6*	7.1	2.4	24.5	0.2
> COC(=O)C1=C(C)N=C2SC(C#N)=C(N)N2C1c1cc(OC)c(OC)c(OC)c1 (stereo unspecified)
    101.8	103.4	100.5	-11.3	-2.8	-9.2	-10.3	3.0
> COc1ccc(CCN2CCCn3c2nc2c3c(=O)n(Cc3ccccc3F)c(=O)n2C)cc1OC
    97.5	93.6	95.6	0.2	-5.2	-6.2	3.4	9.2
> CCOC(=O)c1cnn(-c2ncnc3c2cnn3C)c1N
    .	100.8	105.6	-6.2	0.6	9.2	-4.8	-2.0
> CC1(OC(=O)c2cnc3ccccc3n2)C(=O)C=C2C=C(c3ccc(C#N)cc3)OC=C2C1=O (stereo unspecified)
    94.8	100.0	98.0	1.4	-2.4	3.8	21.2	4.2
> CC1CCC(NC(=O)CN2CCC(n3nnc4cc(F)ccc43)CC2)CC1 (stereo unspecified)
    97.9	98.2	104.6	-3.4	6.2	11.9	-2.5	0.5
> CC(O)c1nc2ccccc2n1CC(=O)Nc1ccc2c(c1)OCCO2 (stereo unspecified)
    106.2	104.9	101.1	0.8	-1.4	1.0	-1.5	1.7
> CCc1nnc(NC(=O)Cc2c[nH]c3ccccc23)s1
    95.0	101.1	95.2	6.0	0.5	-14.0	-0.9	34.5
> O=C(CCCn1c(=O)[nH]c2cc(Cl)ccc2c1=O)NC1CCCCCCC1
    97.9	98.7	99.3	-0.6	5.8	-21.4	-5.7	0.9
> CCN(CC)CCN1C(=O)C(O)=C(C(=O)c2sc(C)nc2C)C1c1cccnc1 (stereo unspecified)
    97.7	95.9	96.6	-8.4	1.6	-10.9	4.1	4.8
> c1ccc(-n2cnnc2SCc2cn3cccnc3n2)cc1
    99.2	102.6	104.6	7.0	13.4	-5.0	-7.8	1.1
> COc1ccc(-c2c[n+]3c4n2CCCCC4=C(c2ccccc2)C3)cc1
    98.4	99.0	101.7	6.3	8.7	3.4	-0.8	0.3
> COc1cc(C(=O)Nc2ccc(S(=O)(=O)N3CCOCC3)cc2)c([N+](=O)[O-])cc1OC
    98.8	99.8	104.4	-5.0	-3.7	-12.6	-14.6	-1.0
> CSCC[C@H](NC(=O)CCCn1nnc2ccccc2c1=O)C(=O)O
    97.0	94.4	92.2	-6.9	-2.1	-4.6	-11.5	1.4
> Cn1c(=O)n(C)c2cc([N+](=O)[O-])c(N3CCN(C(=O)c4ccc(F)cc4)CC3)cc21
    99.6	107.5	104.8	-0.2	0.9	-3.2	-7.1	-0.2
> CCCCC(=O)NC(NC(=O)CCCC)c1ccc(OCC(C)C)c(OC)c1
    94.5	100.0	92.8	6.3	9.8	-1.9	-1.6	0.4
> O=C(CCCCC(=O)NCCCc1ccccc1)NCCCc1ccccc1
    96.0	96.0	111.1	3.3	-1.9	-5.6	0.6	1.9
> CCN(CC)Cc1cc(C(C)=O)ccc1O
    96.5	101.8	102.5	-7.1	1.7	2.9	20.2	-1.4
> CC(C)NC(=O)Cn1c(SCC(=O)N2c3ccccc3CC2C)nc2ccccc21 (stereo unspecified)
    100.5	96.4	99.6	6.8	11.6	-9.3	-2.8	0.3

One compound at a time, as listed above. Order of screens: LAP4-GFP MLPCN, RPL19A TOR yeast, MEP2 TOR yeast, proCasp3 act, proCasp7 act, EBNA-1 inhibitor, ZTA DNA inh, AHR act
CCN(CC)CCN1C(=O)C(O)=C(C(=O)c2sc(C)nc2C)C1c1cccnc1 (stereo unspecified) across the screens: 97.7, 95.9, 96.6, -8.4, 1.6, -10.9, 4.1, 4.8
CSCC[C@H](NC(=O)CCCn1nnc2ccccc2c1=O)C(=O)O across the screens: 97.0, 94.4, 92.2, -6.9, -2.1, -4.6, -11.5, 1.4

Back to the main list, repeating the 3 entries before the break.
Order of results: LAP4-GFP MLPCN	RPL19A TOR yeast	MEP2 TOR yeast	proCasp3 act	proCasp7 act	EBNA-1 inhibitor	ZTA DNA inh	AHR act
> O=C(CCCCC(=O)NCCCc1ccccc1)NCCCc1ccccc1
    96.0	96.0	111.1	3.3	-1.9	-5.6	0.6	1.9
> CCN(CC)Cc1cc(C(C)=O)ccc1O
    96.5	101.8	102.5	-7.1	1.7	2.9	20.2	-1.4
> CC(C)NC(=O)Cn1c(SCC(=O)N2c3ccccc3CC2C)nc2ccccc21 (stereo unspecified)
    100.5	96.4	99.6	6.8	11.6	-9.3	-2.8	0.3
> O=[N+]([O-])c1ccc(NC2CCCC2)cc1
    90.3	99.2	104.2	0.3	-1.2	-0.6	-0.4	0.8
> CCO[C@H]1OC(C(=O)NCc2ccccc2)=C[C@@H](c2ccc3c(c2)OCO3)[C@@H]1CCCO
    133.8	92.8	91.7	1.4	5.2	1.1	1.8	7.4
> COc1ccc(CN(CC2CCC(C(=O)O)CC2)C(=S)Nc2cc(C)cc(C)c2)cc1 (stereo unspecified)
    105.0	98.2	101.1	-0.3	4.7	5.1	0.3	-0.3
> Cc1cccc(N2CCN(C(=O)C34CC5CC(CC(C5)C3)C4)CC2)c1C
    117.2	93.9	120.5	1.1	11.2	7.4	-10.5	-3.0
> C/C(=N\NC(=O)c1ccc(O)cc1)c1ccc2c(c1)Nc1ccccc1S2
    99.1	102.5	93.3	8.4	5.8	6.3	-8.7	4.1
> NS(=O)(=O)c1ccc(CCNC(=O)COC(=O)C2CCCN2C(=O)c2cccs2)cc1 (stereo unspecified)
    99.8	100.2	105.9	2.9	11.7	-4.3	-1.6	-0.8
> Cc1cccc(-n2ncc3c2CCCC3NC(=O)CCN2CCCO2)c1C (stereo unspecified)
    87.7	101.3	81.5	10.8	-6.9	-5.1	-5.3	0.7
> Cc1ccc(-n2c(C)nc3c(cnn3-c3ccc(F)cc3)c2=O)cc1
    99.1	98.0	87.5	-9.4	8.0	5.7	-20.7	1.7
> C=CCC1(CC=C)CCCN1C(=O)C1CCC(=O)N(CCc2ccccc2)C1 (stereo unspecified)
    103.1	99.0	94.0	8.1	10.4	-3.4	4.4	6.2
> CCCCn1c(SCC(=O)Nc2nnc(C(C)C)s2)nc2c1c(=O)n(C)c(=O)n2C
    110.4	106.3	117.2	7.0	-10.2	-2.8	-6.9	-1.8
> Cc1ccc(NC(=O)c2ccc3c(c2)C(=O)N(c2cc(C)ccc2C)C3=O)nc1
    81.8	108.2	101.7	0.6	-7.6	8.4	7.7	5.1
> O=C(Nc1nnc(S(=O)(=O)N2CCCCCC2)s1)c1ccccc1
    105.4	101.3	94.7	3.8	12.2	5.8	2.7	10.3
> CCN(CC)c1ccc(/C=C/c2cccc[n+]2C)c(OC)c1
    121.9	100.6	147.6	-7.6	-10.1	7.4	0.1	-1.6
> COCCN(C(=O)COC(=O)CSc1ccccc1)c1c(N)n(Cc2ccccc2)c(=O)[nH]c1=O
    98.4	99.6	97.1	-9.5	2.2	-7.1	7.8	0.9
> CN(C)c1ccc(/C=C/c2nnnn2-c2ccccc2)cc1
    96.3	99.0	97.6	-12.3	-11.3	7.4	-2.9	8.5
> Cn1c(=O)cc(SCC(=O)NCCC2=CCCCC2)c2ccc(Cl)cc21
    96.4	107.6	105.2	1.1	8.5	-0.5	2.4	-0.7
> O=c1cc(N2CCc3ccccc32)[nH]c(=O)n1-c1ccc(Br)cc1
    100.2	94.0	94.5	3.3	11.8	1.1	-2.6	14.4
> CCN(CC(=O)Nc1ccc(NC(C)=O)cc1)C(=O)c1cccc(S(=O)(=O)N2CCCC2)c1
    111.0	101.5	103.9	-5.8	-0.5	-7.1	4.1	-0.4
> O=C(Nc1nccs1)c1cc2c(s1)CCCCC2
    113.3	84.5	90.5	-8.8	-0.2	-11.0	-12.1	-7.4
> CCCCNC(=O)c1nn(-c2ccccc2OC)c(=O)c2ccccc12
    118.3	102.1	110.8	-3.1	-3.5	-1.2	-8.5	0.4
> O=C(c1cnn(C(=O)c2ccccc2F)c1)c1ccccc1O
    98.8	90.8	90.8	1.8	-0.8	.	8.5	7.3
> COc1cc(C2C(C(=O)c3cccs3)=C(O)C(=O)N2CCN2CCOCC2)ccc1OCCC(C)C (stereo unspecified)
    103.0	96.6	95.6	-26.2	-71.5	-6.6	-2.3	1.0
> NS(=O)(=O)c1ccc(NC(=S)N2CCc3ccccc32)cc1
    83.5	98.2	94.5	-7.4	-8.1	1.6	-2.2	5.2
> CCN(CC)C(=O)C(=O)Nc1ccc(Oc2ccccc2)cc1
    105.0	96.2	97.1	9.7	5.9	4.1	15.2	6.8
> COc1ccccc1C(=O)N/C(=C\c1cn(C)c2ccccc12)C(=O)N1CCCC1
    89.2	96.6	105.1	-0.7	0.6	7.4	9.7	38.7
> CC1CN(C(=O)c2ccccc2Oc2ccccc2)CC(C)O1 (stereo unspecified)
    89.9	108.7	103.5	7.9	6.8	3.7	18.0	1.2
> CCc1c(-c2ccccc2)nc2nc(C)c(C)nn12
    93.7	99.1	81.7	-0.8	-0.5	6.4	-1.1	27.8
> CC(=O)c1c(C(C)=O)c(C)n(-c2ccc(C)c(NC(=O)c3ccccc3Cl)c2)c1C
    103.5	99.8	102.7	1.5	6.0	4.5	7.5	2.6
> COc1ccc(CCNC(=O)CN2CCOc3ccccc32)cc1OC
    102.8	99.8	99.4	10.3	9.4	10.3	-4.6	1.9
> Cc1cc(-c2csc(Nc3ccccn3)n2)ccc1F
    94.4	96.4	99.0	-1.2	-10.4	-6.3	-18.6	65.5*
> Cc1ccc(-n2[nH]c(C)c(/C=N/Nc3ccc([N+](=O)[O-])cc3[N+](=O)[O-])c2=O)cc1C
    96.4	102.5	104.2	-2.6	-9.1	8.2	-1.3	16.5
> Cc1ccc(NC(=O)COCC(=O)Nc2ccc(F)cc2)cc1
    79.4	107.8	101.6	5.7	7.2	8.3	17.0	2.6
